RBX1-CUL1 inh = blocks human RBX1-Cullin-1 di-ubiquitin formation. P62877+Q13616. in vitro K48 di-Ub FRET, acceptor:donor ratio, 45 min. inhibition, % at 10 µM. 0.6% of 140,000 active; in the data active = inhibition above about 25%
Target sequence (P62877 whole entry, looked up): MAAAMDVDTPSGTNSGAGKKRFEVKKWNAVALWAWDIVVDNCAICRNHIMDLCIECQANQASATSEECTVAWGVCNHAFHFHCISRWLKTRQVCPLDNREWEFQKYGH
Target sequence (Q13616 whole entry, looked up): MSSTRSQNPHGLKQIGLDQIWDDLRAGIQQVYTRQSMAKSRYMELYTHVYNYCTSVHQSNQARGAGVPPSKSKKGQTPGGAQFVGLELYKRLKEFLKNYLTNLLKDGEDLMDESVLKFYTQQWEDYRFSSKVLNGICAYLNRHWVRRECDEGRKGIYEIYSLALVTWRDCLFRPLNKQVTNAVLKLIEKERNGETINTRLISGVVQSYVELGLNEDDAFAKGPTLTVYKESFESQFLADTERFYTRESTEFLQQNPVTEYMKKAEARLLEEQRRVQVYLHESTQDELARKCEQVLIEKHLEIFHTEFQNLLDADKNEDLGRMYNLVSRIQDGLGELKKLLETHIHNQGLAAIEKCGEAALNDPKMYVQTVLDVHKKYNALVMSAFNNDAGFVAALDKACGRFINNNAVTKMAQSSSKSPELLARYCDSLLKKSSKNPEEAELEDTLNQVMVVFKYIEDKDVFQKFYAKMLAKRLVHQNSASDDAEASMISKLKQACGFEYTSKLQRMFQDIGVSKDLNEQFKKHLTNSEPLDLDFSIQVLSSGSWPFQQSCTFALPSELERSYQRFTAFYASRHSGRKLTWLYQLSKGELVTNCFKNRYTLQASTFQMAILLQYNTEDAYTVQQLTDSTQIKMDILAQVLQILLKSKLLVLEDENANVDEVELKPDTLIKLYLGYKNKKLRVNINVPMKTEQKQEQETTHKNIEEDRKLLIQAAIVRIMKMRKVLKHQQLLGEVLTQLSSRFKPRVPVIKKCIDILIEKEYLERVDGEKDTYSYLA
Starred values were filed as active, the others as inactive.

SMILES | RBX1-CUL1 inh
Cc1ccc(N(C(=O)c2ccc(Br)o2)C2C=CS(=O)(=O)C2)cc1 (stereo not drawn) | -2.1
Cn1c(=O)oc2cc(S(=O)(=O)N3CCCC(C(=O)NCCc4ccc(Cl)cc4)C3)ccc21 (stereo not drawn) | -2.3
COCC(=O)c1ccc(OC)c(OC)c1 | 3.9
CCOC(=O)c1c(Oc2ccc(OC)cc2)nnc(-c2ccccc2)c1-c1ccccc1 | 0.5
CCCc1nn(C)c(-c2nnc(-c3ccc(C(F)(F)F)cc3)o2)c1Cl | -1.0
CCn1nc(-c2ccccc2)c(-c2ccccc2)c(C(=O)Nc2ccc(NC(C)=O)cc2)c1=O | 6.5
Cc1c(NC2=NCCCCC2)c(=O)n(-c2ccccc2)n1C | -6.2
CCc1noc(C)c1C(=O)Nc1sc2c(c1C(N)=O)CCC2 | 3.6
Cc1cc(-c2ccccc2)n(-c2c(F)c(F)c(CN3CCOCC3)c(F)c2F)n1 | -9.0
Nc1nc2c(ncn2S(=O)(=O)c2ccc(C(=O)O)cc2)c(=O)[nH]1 | 7.5
CC(C)/C=C/C(=O)NCCN1Cc2ccccc2OC(c2ccccc2F)C1 (stereo not drawn) | 7.4
CCCCN(C)S(=O)(=O)c1ccc(C(=O)Nc2ccc(-c3nc4ccc(C)cc4s3)cc2)cc1 | 4.3
CCCCNCc1cccc(OCC(O)CN2CCc3ccccc3C2)c1 (stereo not drawn) | 11.3
COc1cccc(-c2cc(C(=O)Nc3ccc(OC)cc3OC)no2)c1 | 3.2
Cc1cc(NC(=O)/C=C/c2ccc(C(C)(C)C)cc2)no1 | -4.7
CCc1ccc(CCC(=O)N2CCC(C(N)=O)CC2)cc1 | 2.6
CC(=O)Nc1ccnn1C1CCN(Cc2cn[nH]c2-c2cccc(F)c2)CC1 | 10.4
Cc1ccc(OCCCOc2ccccc2/C=C2\C(=O)NN(c3ccccc3)C2=O)cc1 | 35.8*
O=C(COc1ccc(Cl)cc1)Nc1ccc2nc(SCC(=O)N3CCCC3)sc2c1 | 0.3
CC1=NN(C(=O)c2ccccc2Br)C(O)(c2cccnc2)C1 (stereo not drawn) | -0.9
O=C1CC(c2cc(F)cc(F)c2)Cc2nc(NCC3CCCO3)ncc21 (stereo not drawn) | 0.3
COc1ccc(NC(=S)NC(=O)C2CC2)cn1 | 10.3
O=C(Nc1ccc(-c2cc(C(F)(F)F)nn2-c2ccccc2)cc1)c1cccc(F)c1 | -3.4
COc1ccc(NC(=O)C2CC(=O)NC(=Nc3ccc(C)c(C)c3)S2)cc1 (stereo not drawn) | -3.7
CCC(C(=O)Nc1ccc(F)cc1F)n1nc(-c2ccccc2)c2c(c1=O)CCCC2 (stereo not drawn) | 3.1
COc1ccc2c(c1)c(=O)c(C(=O)c1ccc(Cl)cc1)cn2CC(=O)Nc1ccc2c(c1)OCCO2 | -6.8
CCOc1ccc(Cl)cc1S(=O)(=O)n1ccnc1CC | 6.2
COc1ccc(OC)c(-c2noc(CSc3nnc(Cc4ccccc4)n3-c3cccc(C)c3)n2)c1 | -10.1
O=C(O)C1CC=CCC1C(=O)Nc1ccc(N2CCN(c3ccccc3)CC2)cc1 (stereo not drawn) | 4.0
Cc1nc(N2CCC(C(=O)N3CCN(C(=O)c4ccco4)CC3)CC2)nc2ccc(C(C)C)cc12 | 0.4

6 entries from above, arranged by formula weight, smallest number first:
SMILES | RBX1-CUL1 inh
COc1ccc(NC(=S)NC(=O)C2CC2)cn1 | 10.3
O=C1CC(c2cc(F)cc(F)c2)Cc2nc(NCC3CCCO3)ncc21 (stereo not drawn) | 0.3
CC1=NN(C(=O)c2ccccc2Br)C(O)(c2cccnc2)C1 (stereo not drawn) | -0.9
O=C(O)C1CC=CCC1C(=O)Nc1ccc(N2CCN(c3ccccc3)CC2)cc1 (stereo not drawn) | 4.0
Cc1ccc(OCCCOc2ccccc2/C=C2\C(=O)NN(c3ccccc3)C2=O)cc1 | 35.8*
COc1ccc2c(c1)c(=O)c(C(=O)c1ccc(Cl)cc1)cn2CC(=O)Nc1ccc2c(c1)OCCO2 | -6.8

Carrying on:
SMILES | RBX1-CUL1 inh
Cc1cccc(OC(=O)CSc2nnc(CNC(=O)c3ccccc3)o2)c1C | -4.8
COc1ccc(Cl)cc1NC(=O)c1c(C(=O)Nc2cccc(C)c2C)sc2nc(C)cc(=O)n12 | 2.3
CCC(O)CN1C(=O)CCC1CCNCCOc1ccc(F)cc1 (stereo not drawn) | 3.2
CCOC(=O)c1ccc(NS(=O)(=O)c2ccc(Br)s2)cc1 | 2.4
COc1ccc(C2C3C(=O)CC(c4ccc(C(F)(F)F)cc4)CC3=Nc3ccccc3N2C(=O)C(F)(F)F)cc1 (stereo not drawn) | -9.7
Cc1cc2nc(N3CCCN(Cc4ccc5ncccc5c4)CC3)nc(C)c2cc1C | 2.3
C=CCOc1c(Br)cc(CNc2nn[nH]n2)cc1OC | 6.7
Cc1oc(-c2ccccc2NS(=O)(=O)c2cccc(F)c2)nc1CNC(=O)CCc1ccccc1 | 3.4
Cc1ccc2cccc(NC(=O)c3ccc(C#N)cc3F)c2n1 | -3.3
Nc1nc(SCc2ccc(Cl)cc2)nc2sc3c(c12)CCN(Cc1ccccc1)C3 | -5.3
Nc1c(C(=O)Nc2cccc(C(F)(F)F)c2)sc2nc(-c3ccc(F)cc3)ccc12 | -4.2
Cc1cc(N2CCN(S(=O)(=O)c3ccc(Cl)c(Cl)c3)CC2)c2ccccc2n1 | 7.0
CC1(C)Cc2nc(C(C)(C)C)ncc2C(NC(=O)CCCn2cncn2)C1 (stereo not drawn) | -2.5
COc1cc(C(=O)OCc2cc(=O)n3nc(C4CCCCC4)sc3n2)cc(OC)c1OC | 3.1
CCOc1nc2sc3c(Cl)nc(N(C)C)nc3c2c(-c2ccccc2)c1C#N | -12.5
Cc1[nH]nc2c1C(c1cc(Br)ccc1OCc1cccc(F)c1)C(C#N)C(=N)O2 (stereo not drawn) | 1.0
COc1cccc(-c2ccc3c(N)c(C(=O)Nc4ccc(C)cc4C)sc3n2)c1 | 3.6
Cc1cc(=O)c2c(=O)oc3ccccc3c2o1 | -3.5
COc1ccccc1NC(=O)c1c(NC(=O)Cc2ccccc2)sc2c1CCC(C(C)(C)C)C2 (stereo not drawn) | 7.4
CCOc1ccc(S(=O)(=O)Oc2cccc3ccccc23)cc1 | -0.4
CC(NC(=O)Cc1ccc(NC(=O)N2CCCCc3ccccc32)cc1)c1ccccc1 (stereo not drawn) | 0.5
O=C(CCC(=O)NNC(=O)c1ccc(Cl)cc1Cl)NCc1ccccc1 | -5.6
Cc1nc(CC(=O)N2CCc3onc(-c4ccc(Cl)cc4)c3C2)cs1 | 1.0
CCOC(=O)c1cc(C(=O)Nc2ccc(S(=O)(=O)Nc3ccc(OC)cc3)cc2)nn1C | -3.7
O=C(Nc1ccccc1O)c1ccc(Br)cc1Br | 4.0
COCCn1c(=O)c2c(nc3n(-c4cc(C)cc(C)c4)c(C)cn23)n(C)c1=O | 12.7
COc1ccc(OC2CCN(C(C)=O)CC2)c(C(=O)NC(C)Cc2cccs2)c1 (stereo not drawn) | 8.6
COc1ccc(Cl)cc1NC(=O)CN1CCCCCC1 | 11.2
Cc1ccc(C)c(NC(=O)/C(C#N)=C/c2ccc(C(C)C)cc2)c1 | -1.8
O=C(NC1CONC1=NCCc1c[nH]c2ccccc12)OCc1ccccc1 (stereo not drawn) | 4.7

An excerpt from above in order of the RBX1-CUL1 inh value, high to low:
SMILES | RBX1-CUL1 inh
COc1ccc(Cl)cc1NC(=O)CN1CCCCCC1 | 11.2
COc1ccc(OC2CCN(C(C)=O)CC2)c(C(=O)NC(C)Cc2cccs2)c1 (stereo not drawn) | 8.6
O=C(NC1CONC1=NCCc1c[nH]c2ccccc12)OCc1ccccc1 (stereo not drawn) | 4.7
Cc1ccc(C)c(NC(=O)/C(C#N)=C/c2ccc(C(C)C)cc2)c1 | -1.8
CCOC(=O)c1cc(C(=O)Nc2ccc(S(=O)(=O)Nc3ccc(OC)cc3)cc2)nn1C | -3.7

Next entries follow:
SMILES | RBX1-CUL1 inh
CC(C)(CO)NCc1ccc(-c2cccc(C(F)(F)F)c2)o1 | -4.2
CC(Sc1nc(-c2ccccc2)cc(C(F)(F)F)n1)C(=O)Nc1ccc(F)c(F)c1 (stereo not drawn) | 8.7
CC(=O)Nc1ccc(OCC(O)CN2C(C)CCCC2C)cc1 (stereo not drawn) | 14.4
COC(C(=O)Nc1ccnn1C1CCN(C(=O)C(=O)CC(C)C)CC1)c1ccccc1 (stereo not drawn) | 1.2
COC(=O)C(O)(CC(=O)Nc1cccc(F)c1)C(F)(F)F (stereo not drawn) | 2.0
CN1C(=O)C2(c3ccccc31)C1CC(C(C)(C)C)CC=C1C(C#N)C(=N)C2(C#N)C#N (stereo not drawn) | 1.8
COC(=O)c1ccccc1NC(=S)NC(C)=O | 1.5
Cc1nc([N+](=O)[O-])cn1Cc1ccc(Cl)cc1 | 12.5
C#CCN1N=C(c2ccc(Cl)s2)CSC1=O | -5.0
CCOc1ccc(C(=O)Nc2ccccc2Cl)cc1 | 5.0
Fc1ccc(/C=N/N=C2/N=C(c3ccccc3)CS2)cc1 | -0.9
O=C([C@@H]1C[C@H]1c1ccccc1)N1CCOc2ccc(CN3CCN(c4ncccn4)CC3)cc2C1 | -2.6
CC(=O)CSc1c[nH]c2ccccc12 | -10.9
Cc1c(CC(=O)NCC(N)=O)c2c(n1CC(C)C)CC(C)(C)CC2=O | 5.0
CCc1cccc(C)c1NC(=O)c1nnn(-c2ccccc2)c1C | 8.4
CCOc1cc(Cl)c(S(=O)(=O)NCCOC)cc1Cl | 4.4
O=C(Nc1ccccc1Oc1cccnc1)C1CCCN1Cc1cccc(O)c1 (stereo not drawn) | -6.7
Cc1ccc(S(=O)(=O)c2nnn3c2nc(N2CCCC2)c2sccc23)cc1C | 9.3
CCN(CC)S(=O)(=O)c1ccc(OC(C)C)nc1 | 6.7
CN(Cc1ccccc1)C(=O)CCC1CCN(C(=O)C2CCCO2)CC1 (stereo not drawn) | 3.4
COc1cc(C2Nc3ccccc3N=C3CC(c4ccc5c(c4)OCO5)CC(=O)C32)cc(OC)c1O (stereo not drawn) | -6.9
COC(=O)c1cccc(C(=O)NC2CCCN(C3CCN(C)CC3)C2)c1 (stereo not drawn) | 8.2
N#CC1C(=N)n2c(s/c(=C\c3ccco3)c2=O)=C(C(N)=O)C1c1ccco1 (stereo not drawn) | 3.2
COc1ccc(C2=Nc3ccccc3SC(c3ccccc3OC)C2)c(O)c1 (stereo not drawn) | 1.0
Cc1ccccc1Nc1cc(C(=O)NC2CCC(C)CC2)c2ccccc2n1 (stereo not drawn) | -3.0
c1ccc2c(c1)ccc1nc(-c3ccc4c(c3)OCO4)c3c(c12)CCC3 | 9.0
CCCCc1ccc(NC(=S)NCCCN2CCOCC2)cc1 | -2.3
O=C(Nc1ccccc1F)N1CCCC(Cn2cc(C3CC3)nn2)C1 (stereo not drawn) | 14.7
COC(=O)C1(C)C2CCC3(COC(=O)C31)O2 (stereo not drawn) | 5.0
CCc1ccc(C(=O)COC(=O)c2ccc(C)cc2)cc1 | -7.6
CCc1ccccc1N1CC(C(=O)N2CCCCC2)CC1=O (stereo not drawn) | 4.5
CCc1ccc(C(C)NC(=O)/C(C#N)=C/c2sccc2C)cc1 (stereo not drawn) | 7.4
Cc1ccccc1OCC(=O)OCc1cc(=O)n2nc(C3CCCCC3)sc2n1 | -1.5
Brc1sccc1/C=C/c1ccsc1 | 6.0
COC(=O)CNC(=O)c1coc(COc2cccc(F)c2F)n1 | 1.5
NC(=O)CCNC(=O)C1(N2CCCCC2)Cc2ccccc2C1 | -4.3
C=Cc1ccc(COc2ccc3oc(-c4ccccc4)c(C(=O)OCC)c3c2)cc1 | -1.6
COC(=O)c1cc2sc(Cl)cc2n1Cc1c(C)cc(C)cc1C | -1.6
O=C(C1CCN(S(=O)(=O)c2cccs2)CC1)N1CCCC(C(F)(F)F)C1 (stereo not drawn) | 12.6
CCN1CCN(C(c2ccccc2Cl)C2C(=O)C=C(C)N(CCOC)C2=O)CC1 (stereo not drawn) | -6.9
CCC(=O)NS(=O)(=O)c1cccnc1Nc1cccc(Cl)c1Cl | -2.7
CC(C)Oc1ccc(CNC(=O)C2CCCN(S(=O)(=O)c3ccc4c(ccn4C)c3)C2)cc1 (stereo not drawn) | -5.9
O=S(=O)(c1ccsc1)N1CCc2[nH]nc(COc3ccccc3)c2C1 | 3.6
CCc1ccc(NC(=O)CCn2nc(-c3ccccc3OC)c3c(C)cc(C)nc32)cc1 | 3.6
Cc1ccc2nc(-c3cccs3)c(Nc3ccc4c(c3)OCCO4)n2c1 | 0.9
COCc1ccc(C(=O)NCc2c(C)ncc3c2CCN(C(=O)c2ccc4[nH]c(C)c(C)c4c2)C3)o1 | 0.7
COC(=O)C1(C(=O)OC)CC1S(=O)c1ccccc1 (stereo not drawn) | 8.8
CC1(C)CC(=O)C(C2(O)C(=O)c3ccccc3C2=O)C(=O)C1 | -15.4
CC(C)(CO)NC(=O)C(Cc1ccccc1)N1C(=O)c2ccccc2C1=O (stereo not drawn) | 8.4
O=C(CC(=O)NN=C1CCCCC1)NCCc1ccccc1 | -1.3
O=C(CSc1nc2c([nH]c3ccccc32)c(=O)n1-c1ccc(F)cc1)Nc1ccc2c(c1)OCO2 | 0.6
O=C(NCCc1nc2ccccc2c(=O)[nH]1)c1ccc(C2CCCN2)s1 (stereo not drawn) | -6.2
COc1cccc(CNC(=O)CCn2cccn2)c1 | -8.1
O=C(CSc1nc2sc3c(c2c(=O)[nH]1)CCCC3)N(CCO)CCO | -1.0
O=C(Nc1ncn[nH]1)C1CCCO1 (stereo not drawn) | -9.9
COc1ccc(C2CC(c3ccccc3O)=NN2c2ccccc2)cc1 (stereo not drawn) | 9.8
C=CCc1cc(/C=C2/SC(=O)N(C(C)C)C2=O)cc(OC)c1O | 5.1
NCCOc1cnn(-c2ccccc2Cl)c(=O)c1Cl | -3.7
COC(=O)C1=C(C)OC(=N)C(C#N)C1c1ccsc1 (stereo not drawn) | 2.2
COc1ccc(-c2ccc(=O)n(CC(=O)Nc3ccc(Br)cc3F)n2)cc1 | -1.4
CCOc1ccc(C(=O)Nc2ccc(C(=O)OCc3cc(=O)n4ccsc4n3)cc2)cc1 | -12.5
Cc1cc(C)c(NC(=O)Nc2cccc(Cl)c2)c(Cl)n1 | 4.4
CCCn1c(C)c(CC(=O)N2CCC[C@H]2CO)c2c1CC(C)(C)CC2=O | -3.8

Screens deposited in PubChem BioAssay by Icahn School of Medicine at Mount Sinai.

These rows are one share of the data (hit frequency here may not be typical).
